Compound activity from PubChem BioAssay.
D1 ag – agonists of human D1 dopamine receptor; AID 504660; HEK293 T-REx D1 cells, calcium flux, agonist mode; P21728; activation, % at 2 µM; 360,000 tested, 1% active; further: 0% is about no effect
Target sequence (P21728 whole entry, looked up): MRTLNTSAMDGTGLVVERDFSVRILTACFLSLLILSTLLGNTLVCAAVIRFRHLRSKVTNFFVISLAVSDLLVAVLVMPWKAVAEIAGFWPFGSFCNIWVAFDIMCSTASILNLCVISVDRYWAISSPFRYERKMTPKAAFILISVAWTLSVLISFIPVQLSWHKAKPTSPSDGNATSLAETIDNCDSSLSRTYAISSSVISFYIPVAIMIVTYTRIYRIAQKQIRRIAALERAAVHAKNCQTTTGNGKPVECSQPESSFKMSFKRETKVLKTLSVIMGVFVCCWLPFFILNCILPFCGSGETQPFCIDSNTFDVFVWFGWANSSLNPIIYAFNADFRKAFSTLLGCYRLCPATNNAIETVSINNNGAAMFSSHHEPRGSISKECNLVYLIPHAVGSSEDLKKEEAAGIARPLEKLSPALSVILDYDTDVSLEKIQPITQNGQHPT
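Inducible HEK293 T-REx D1 cells, force-coupled to calcium signalling, were plated at 4000 cells/well with tetracycline and held overnight at 30 C. After no-wash calcium dye loading, compound-evoked calcium rise over 180 s flagged agonists.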
RXFP1 antagonist – RXFP1 (human) relaxin receptor antagonism | Q9HBX9 | HEK293-RXFP1, relaxin-stimulated cAMP HTRF, 30 min; stronger effect = lower value | activity change, negative = inhibition, % at 57.5 µM | 350,000 tested, 0.59% active;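 active means activity change of -60% or lower, but not beyond a set lower limit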; further: on the % scale 0 is the no-effect control and ±100 the full control effect
D2 ag – agonists of human D2 dopamine receptor; HEK293 T-REx D2 cells, calcium flux agonist mode; activation, % at 2 µM; 340,000 tested, 0.53% active; AID 485358; P14416;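 active means activation over 3 SD above normal in the single-dose calcium agonist read, cut at about 30% in these data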; further: 0% is about no effect
Target sequence (P14416 whole entry, looked up): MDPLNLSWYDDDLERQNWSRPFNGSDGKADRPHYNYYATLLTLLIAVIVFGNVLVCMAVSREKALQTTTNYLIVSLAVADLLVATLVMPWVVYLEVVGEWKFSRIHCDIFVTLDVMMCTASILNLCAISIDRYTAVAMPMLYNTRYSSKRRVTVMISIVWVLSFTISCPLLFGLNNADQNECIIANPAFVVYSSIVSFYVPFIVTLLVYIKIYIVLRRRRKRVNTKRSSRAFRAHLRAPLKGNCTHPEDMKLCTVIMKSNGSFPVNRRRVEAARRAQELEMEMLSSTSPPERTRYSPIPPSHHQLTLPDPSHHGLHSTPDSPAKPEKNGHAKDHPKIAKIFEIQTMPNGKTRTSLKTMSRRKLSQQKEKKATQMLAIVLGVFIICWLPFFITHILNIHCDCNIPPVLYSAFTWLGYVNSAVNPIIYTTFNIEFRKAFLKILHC
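HEK293 Trex D2 cells, tetracycline-induced, o/n 30 C 5% CO2; no-wash Ca dye, RT 30–90 min; 10-cycle baseline, 23 nl cpd added, kinetic Ca read 180 s; agonist hits = positive Ca response.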
D1 PAM – enhances dopamine response at the human D1 receptor; potentiation, % at 10 µM; 360,000 tested, 0.036% active; HEK293 TREx D1 cells, calcium flux, dopamine EC20 potentiation; AID 504651; P21728; in the data active means potentiation above about 30%; further: 0% is about no effect
D2 PAM – D2 dopamine receptor (human) potentiation. HEK293 T-REx D2, calcium flux, EC20 dopamine potentiation. P14416. AID 485347. 340,000 tested, 0.34% active. potentiation, % at 10 µM;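 active means potentiation over 3 SD above the plate norm, cut at about 30% in these data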; further: 0% is about no effect
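Potentiation of an EC20 dopamine calcium response is measured in a force-coupled, tetracycline-inducible Hek293 Trex D2 line. Compound-only kinetic reads over 180 s flag agonists before dopamine addition.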
TRHR PAM – allosterically enhances the human TRH receptor | 360,000 tested, 0.66% active | enhancement, % at 2 µM | TRHR cells, fluo-8 calcium fluorescence, EC20 TRH enhancement | P34981; in the data active means enhancement above about 30%; further: 0% is about no effect
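Enhancer read-out: after compound pinning and an initial kinetic agonist-mode read, an EC20 of TRH (10 nM final) was injected and fluo-8 calcium signal (Ex 480/Em 530) followed at 1 s/cycle for 100 cycles in TRHR-expressing cells.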
D2 antag – antagonizes the human D2 dopamine receptor | P14416 | HEK293 TREx D2 cells, calcium flux, dopamine EC80 | inhibition, % at 10 µM | 340,000 tested, 2% active; in the data active means inhibition above about 30%; further: 0% is about no effect
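Read-out: kinetic calcium fluorescence (1 cycle/s) in inducible HEK293 T-REx D2 cells after an EC80 dopamine addition that followed 180 s compound preincubation. Loss of the dopamine response indicates antagonism.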
TRHR agonist – activates the human TRH receptor; P34981; TRHR cells, calcium flux fluo-8, FDSS agonist mode; activation, % at 2 µM; 360,000 tested, 0.18% active; further: 0% is about no effect
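Read-out: compound-evoked intracellular calcium rise in TRHR cells, fluo-8 dye, kinetic FDSS fluorescence at 1 s/cycle following a 10-cycle baseline. Cells cultured overnight before dye loading (30 min–1.5 h, RT).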
D1 antag – blocks dopamine activation of the human D1 receptor. activity change, negative = inhibition, % at 10 µM. P21728. HEK293 TREx D1 cells, calcium flux, dopamine EC80; stronger effect = lower value. 360,000 tested, 3.2% active; in the data active means activity change below about -30%; further: on the % scale 0 is the no-effect control and ±100 the full control effect
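Compound effects on dopamine-evoked calcium signalling were measured in tetracycline-induced HEK293 Trex D1 cells. Dopamine at EC80 followed a 180 s compound pre-read, and fluorescence was tracked kinetically for 180 s more.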
An asterisk follows results filed as active; . = no result given. Unless noted, no stated cut-off is given here; in the data, active means activation above about 30%; inactive means the rest. Hits appear at their usual frequency; about 7.1% have a hit in one of these screens.

SMILES	D1 ag	D1 antag	D2 antag	TRHR agonist	TRHR PAM	D2 ag	D1 PAM	D2 PAM	RXFP1 antagonist
CCN1CCN(S(=O)(=O)c2ccc(C)c([N+](=O)[O-])c2)CC1	2	-3	9	0.2	12	-0.4	-10	4	0
COc1ccc(C(=O)COC(=O)CNC(=O)c2cccc(OC(F)F)c2)cc1	2	-12	.	0.7	-3	.	0	.	8
COC(CNC(=O)c1ccc2nc(-c3cccs3)c(-c3cccs3)nc2c1)OC	3	6	1	0.2	6	-1.1	2	8	-17
O=C1CC2(CON=C2c2ccc(F)cc2)C(=O)N1c1ccc(F)cc1 (centres undefined)	3	4	-9	0.7	2	0.7	-5	-5	-14
O=S(=O)(c1ccccc1)N1CCN(C(=S)NCCCN2CCOCC2)CC1	0	-46*	-10	0.0	-2	0.6	5	0	-19
S=C(Nc1ccccc1Cl)N1CCCCC1	4	5	-3	-1.9	8	-0.7	-2	5	-5
CC(C)NC(=O)C1CCN(C2CCN(C(=O)Cc3ccc4c(c3)OCO4)CC2)CC1	0	-33*	4	0.4	-1	0.1	-4	-13	8
CCn1c(CNC(=O)c2ccc(Cl)cc2)nnc1SCC(=O)N1CCOCC1	1	-1	-9	0.0	12	1.1	-6	15	4
Cc1ccc(Cl)cc1N(C)C(=O)c1cc2c(Cl)nc3ccccc3c2s1	5	7	.	-0.2	-2	0.9	-4	3	.
Cc1nc(-c2ccc(S(=O)(=O)Nc3ccc(S(N)(=O)=O)cc3)cc2)co1	1	7	4	0.0	2	0.8	-7	19	-1
CC(C)(C)OC(=O)NCCCCCNC(=O)c1[nH]cnc1C(=O)Nc1cccc(Cl)c1	-1	.	-1	0.2	5	-0.3	-4	15	.
CSc1nc(S(=O)(=O)c2ccc(C)cc2)c(Cl)s1	2	-12	-11	-1.1	3	1.3	3	2	1
COC(=O)CSc1nc(C2CC2)cc(C(F)(F)F)c1C#N	6	-1	12	-0.4	-7	3.6	-5	-2	-17
OCCNCCOc1ccc(Cl)c(Cl)c1	18	-20	33*	1.9	-3	7.3	-7	-20	.
COc1ccccc1NC(=O)CCSCCC(=O)Nc1ccccc1OC	3	-1	9	-0.2	2	-0.9	-2	-9	-1
CC(C)(C#N)NC(=O)C(=O)c1c(-c2ccccc2)cc2ccccn12	1	-11	2	-0.6	-4	-0.1	-2	-3	3
O=c1c2c(nc3c(-c4ccc(Cl)cc4)c[nH]n13)CCCC2	5	4	12	-1.2	-10	-2.4	-4	-17	-6
Cc1ccc(O)c(C2=NCCNC(C(F)(F)C(F)F)=C2)c1	4	-17	-59	0.0	0	-0.3	-3	-3	-11
O=C(Nc1cccc([N+](=O)[O-])c1)c1ccn[nH]1	1	3	10	0.1	5	-0.2	2	.	-2
Cn1nc(C(F)(F)F)c(-c2ccc(Br)cc2)c1NC(=O)c1ccco1	3	-2	1	0.1	-3	0.8	-8	-1	-3
C=CCOn1c(=O)c(-c2cccs2)[n+]([O-])c2ccccc21	1	-3	-1	0.8	-4	0.6	-4	6	-2
CCN(CC)c1nc(SCC(=O)O)nc(N(CC)CC)n1	2	6	5	0.6	15	1.4	-3	6	-11
Cc1c(Cl)cccc1NC(=O)CNC(=O)c1ccccc1F	2	15	8	-0.4	4	-0.2	4	13	5
CCCNC(=O)CN1C(=O)NC(CCSC)C1=O (centres undefined)	3	-1	0	0.1	3	0.9	2	-5	13
Nn1c(-c2ccccn2)nnc1-c1ccccn1	0	-5	-22	-0.9	-6	2.5	-2	.	6
O=C(Cc1cccs1)Nn1c(Cc2cccs2)nc2ccccc2c1=O	1	-3	0	0.3	2	-0.9	-3	-6	-8
COc1ccc(/C=N/OCC(=O)N2CC3(C)CC2CC(C)(C)C3)cc1 (centres undefined)	2	4	0	-1.5	18	0.2	-5	1	-11
O=C(CSc1nc(=O)n(Cc2ccco2)c2c1CCC2)NCc1ccccc1Cl	3	.	.	0.3	-15	.	1	14	.
CCOC(=O)C1=C(CN2CCN(C)CC2)NC(=O)NC1c1ccc(F)cc1 (centres undefined)	2	-4	.	-0.2	11	0.2	5	7	-2
CCOc1ccc(NC(=O)c2c(NC(=O)CN3CCN(C)CC3)sc3c2CCC3)cc1	4	-3	-1	0.3	4	-0.5	1	5	.
O=C(CSc1nc(-c2ccccc2F)nc2nc[nH]c12)Nc1c(Cl)cc(Cl)cc1Cl	4	4	-14	-0.7	2	0.5	0	-4	.
O=C(c1ccc2ccccc2c1)N1CCc2ccccc21	7	5	-2	-0.4	8	0.7	-9	-11	-9
O=C(NCc1ccco1)c1cnn2cccnc12	1	5	-1	0.9	-2	1.7	1	12	-15
COC(=O)c1scc(C)c1NC(=O)c1ccccc1F	1	-37*	-19	-1.6	18	-0.8	-4	-2	5
Cc1ccc(CNC(=O)CSc2ccsc2[N+](=O)[O-])cc1	0	-21	18	-1.2	-2	0.8	0	-7	-30
CCC(NC(=O)Nn1cnnc1)(C(F)(F)F)C(F)(F)F	2	-9	18	-1.3	-3	0.0	0	-6	21
CCc1nc2ccccc2c(C(=O)OCC(=O)C(C)(C)C)c1C	3	10	.	0.4	-2	.	-4	.	-28
COc1ccc(-c2nc(NC(=O)c3ccc(OCC(=O)N4CCOCC4)c(OC)c3)sc2C)cc1	1	8	-5	0.8	11	3.2	-5	-4	-2
O=C(NC1CCCC1)C(c1cccs1)N(Cc1ccco1)C(=O)Cn1nnc(-c2cccs2)n1 (centres undefined)	0	6	-22	0.0	8	0.6	0	16	-31
CC(=O)N1CCN(C(=O)c2ccc3oc(CCCc4ccccc4)nc3c2)CC1	6	3	3	0.3	1	-0.1	-6	27	-4
Cc1[nH]c2ccccc2c1/C=N/NC(=O)c1cccc([N+](=O)[O-])c1	1	-11	1	-0.6	2	0.0	-2	-3	-2
CCC(C)Sc1ccc([C@H]2N[C@@](Cc3ccccc3)(C(=O)OC)[C@H]3C(=O)N(C)C(=O)[C@@H]23)cc1 (some centres undefined)	13	-14	-3	-0.6	2	-0.7	-4	-5	.
COc1ccccc1OCc1nc(-c2cccc([N+](=O)[O-])c2)no1	5	3	-4	0.0	11	1.7	13	-4	-20
Cc1ccc(Oc2cnn(-c3ccccc3)c(=O)c2Br)cc1	1	14	20	-1.9	-12	-0.2	-2	-13	-19
CC(C)CCNC(=O)c1cccc(S(=O)(=O)N2CCc3ccccc32)c1	3	2	-2	0.0	-1	1.8	-1	7	-3
COc1ccc(N2CCN(c3nc(Nc4ccc(F)cc4)nc(OC)n3)CC2)cc1	3	6	-22	-1.2	-3	-0.7	-1	33*	.
COC(=O)CCN1CCC(c2cc(-c3cccc(C(F)(F)F)c3)n[nH]2)CC1	12	-12	-27	1.6	22	1.1	-12	-9	5
CCCNC(=O)Cn1c(=O)cnc2ccccc21	4	-3	-1	-0.2	1	-0.5	13	3	4
COc1ccc(NC(=O)Cn2ccc3c(OC)cccc3c2=O)cc1	4	12	-4	0.6	7	-0.6	-2	-9	-13
CC(C)n1c(N2CCN(C(=O)NCc3ccccc3)CC2)nc2ccccc21	1	0	-2	-0.7	-3	-1.3	-2	9	-1

An excerpt from above in order of the D1 ag value, descending:
SMILES	D1 ag	D1 antag	D2 antag	TRHR agonist	TRHR PAM	D1 PAM	D2 PAM	RXFP1 antagonist
CCC(C)Sc1ccc([C@H]2N[C@@](Cc3ccccc3)(C(=O)OC)[C@H]3C(=O)N(C)C(=O)[C@@H]23)cc1 (some centres undefined)	13	-14	-3	-0.6	2	-4	-5	.
COc1ccccc1OCc1nc(-c2cccc([N+](=O)[O-])c2)no1	5	3	-4	0.0	11	13	-4	-20
Cc1[nH]c2ccccc2c1/C=N/NC(=O)c1cccc([N+](=O)[O-])c1	1	-11	1	-0.6	2	-2	-3	-2

The list goes on:
SMILES	D1 ag	D1 antag	D2 antag	TRHR agonist	TRHR PAM	D2 ag	D1 PAM	D2 PAM	RXFP1 antagonist
Cc1ccn2cc(CCNS(=O)(=O)c3ccc(F)c(C(F)(F)F)c3)nc2c1	-1	-11	7	-0.8	-5	-0.7	-2	-9	-16
CC(=O)N1CCC(C(=O)NCCOc2ccc(C)cc2)CC1	0	14	-13	0.5	2	0.3	-2	-1	3
CCCn1c(=O)n(-c2ccccc2Cl)c(=O)c2sc3ccccc3c21	1	3	.	-0.5	-4	.	-2	25	.
O=C1CS/C(=N/N=C/c2cccs2)N1	-1	24	-6	1.4	-2	-0.5	2	-3	-5
Cc1ccc(NC(=O)CSc2ccc(-c3ccco3)nn2)cc1	-1	-18	14	-0.4	-1	-0.6	-6	-10	-6
CN(C)c1ccc(NC(=O)CCSc2nc(-c3ccco3)cc(C(F)(F)F)n2)cc1	1	-33*	.	0.3	10	0.2	-6	15	-12
Cc1c(NC(=O)CN2C(=O)NC(C)(c3ccc(OC(F)F)cc3)C2=O)c(=O)n(-c2ccccc2)n1C (centres undefined)	2	-8	-2	0.1	-3	-0.3	-6	-5	7
CC(=O)c1cc2c(cc1NC(=O)CN1CCCCC1C)OCO2 (centres undefined)	3	-1	-6	-0.1	5	0.0	-6	-2	-29
COc1ccc(N(CC(=O)NCCSc2ccccn2)S(=O)(=O)c2ccccc2)c(OC)c1	8	2	4	-1.2	9	-1.6	-4	10	-11
O=C(CC(c1ccc(F)cc1)c1ccco1)Nc1nccs1 (centres undefined)	2	-6	10	-0.8	-4	0.2	-6	10	-19
COc1ccc(Cl)cc1NC(=O)Cc1ccc(NC(=O)N2CCCCc3ccccc32)cc1	2	9	.	0.7	10	0.5	3	-9	.
CC(=O)N1c2ccc(S(=O)(=O)NCC3CCC(C(=O)Nc4cc(C)cc(C)c4)CC3)cc2CC1C (centres undefined)	14	-9	.	-0.2	13	0.1	-4	.	-6
CCOc1cc(C(=O)Nc2ccc(S(=O)(=O)NC3=NCCCCC3)cc2)cc(Br)c1OC	3	-5	3	0.2	2	-0.4	-6	6	-4
CC(NCc1ccco1)C(=O)N1CCc2ccccc2C1 (centres undefined)	0	-4	5	-0.2	2	0.1	-1	2	2
Cc1cc2oc(C(=O)Nc3c(C)n(C)n(-c4ccccc4)c3=O)c(C)c2cc1Cl	-2	14	-14	-0.6	3	1.6	-2	2	3
COc1ccc(CCNC(=O)C(C)n2c(=O)cc(-c3ccccc3)c3c(C)nn(C)c32)cc1OC (centres undefined)	0	3	.	-0.3	1	-0.4	-3	10	-17
COc1cc(NC(=O)Nc2cccc([N+](=O)[O-])c2)cc(OC)c1	13	.	-4	2.6	-5	1.6	-8	7	-8
O=S(=O)(c1ccccc1)N1N=C(c2ccc(Cl)cc2)CC1c1ccco1 (centres undefined)	6	-6	.	0.4	17	.	1	8	-28
OCC1OC(n2cnc3ccccc32)CC1O (centres undefined)	2	19	-15	0.9	5	1.9	-9	20	14

Profiles from above.
Entry for Cc1ccn2cc(CCNS(=O)(=O)c3ccc(F)c(C(F)(F)F)c3)nc2c1 = D1 ag = -1; D1 antag = -11; D2 antag = 7; TRHR agonist = -0.8; TRHR PAM = -5; D2 ag = -0.7; D1 PAM = -2; D2 PAM = -9; RXFP1 antagonist = -16
Entry for CCCNC(=O)CN1C(=O)NC(CCSC)C1=O (centres undefined) = D1 ag = 3; D1 antag = -1; D2 antag = 0; TRHR agonist = 0.1; TRHR PAM = 3; D2 ag = 0.9; D1 PAM = 2; D2 PAM = -5; RXFP1 antagonist = 13
